Epigenetic derep – Quantitative High-Throughput Screen for Regulators of Epigenetic Control; AID 1865, 2009; murine LDR cells, GFP reporter derepression, 30 h; hit rate 0.2% among 280,000; Potency, µM (titrated, usually from 53.9 µM), without a hit: top-dose GFP activation, usual class: activators; active = well fitted activation curve with a large enough effect; inconclusive = small, poorly fitted or top-dose-only effect; note: % of control where 0% means no effect; nearly all actives have a fitted effect of over 60% in size
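Derepression of a silenced CMV-GFP reporter in murine LDR cells is scored by enumerating GFP-positive cells with a laser-scanning microplate cytometer after 30 hours of treatment at 37 C.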
Numbers without * were called inactive; ? = inconclusive. Potency is the fitted concentration of half-maximal effect.

SMILES	Epigenetic derep
O=c1n(Cc2ccc(F)cc2)c2ccccc2c2nc(-c3ccccc3)nn12	2.1%
CCOc1ccc(CNC(=O)C2CCCN(S(=O)(=O)N(C)c3ccc(F)cc3)C2)cc1OC (stereo unspecified)	0.8%
O=C(CSc1c2c(nc3ccc(Cl)cc13)CCCC2)N1CCCCC1	1.2%
COc1cccc(C(=O)c2cn(CC(=O)NCc3ccccc3Cl)c3nc(C)ccc3c2=O)c1	?
Cn1c(=O)c2c(nc(SCC(=O)Nc3ccc(F)cc3)n2Cc2ccccc2)n(C)c1=O	3.7%
Cc1ccc(-n2c(=O)c3cccnc3n2CC(=O)Nc2cc(Cl)ccc2C)cc1	17%
O=c1c2cccnc2n(Cc2cccc(F)c2)c(=O)n1Cc1ccccc1Cl	1.1%
CCCCOC(=O)c1ccc(NC(=O)Cc2coc3ccc(C(C)C)cc23)cc1	-1.9%
Cn1c(=O)n(C)c2cc(N3CCOCC3)c(NC(=O)c3ccc(C(C)(C)C)cc3)cc21	-0.4%
COc1ccc2c(c1)c1c(c(=O)n(-c3cccc(C)c3)c(=O)n1CC(=O)NCCC1=CCCCC1)n2C	-1.0%
CCOC(=O)c1oc2ccc(S(=O)(=O)n3nc(-c4cc(OCC)c(OCC)c(OCC)c4)cc3N)cc2c1C	0.0%
COc1ccc(NC(=O)C2CCC(CNS(=O)(=O)c3cccc4nsnc34)CC2)cc1OC (stereo unspecified)	-1.1%
Cc1cc(=O)n2nc(N3CCC(C(=O)NCc4ccccc4F)CC3)sc2n1	-5.3%
COc1ccc(NC(=O)CCS(=O)(=O)c2nc(-c3cccs3)cc(C(F)(F)F)n2)cc1	0.0%
Cc1cccc(NC(=O)Nc2ccc(F)cc2)n1	3.9%
CC(=O)N1c2ccc(S(=O)(=O)NCC3CCC(C(=O)Nc4ccc(C)c(C)c4)CC3)cc2CC1C (stereo unspecified)	-0.1%
Cc1nnc(N2CCCC(C(=O)NCc3ccccc3)C2)c2nn(-c3ccccc3)c(C)c12 (stereo unspecified)	-0.3%
CCc1ccc(-n2c(=O)c3c4c(sc3n(Cc3ccccc3C#N)c2=O)CCC4)cc1	-1.8%
Cc1ccc(C2CC(=O)n3nc(-c4cccc(C)c4)nc3S2)cc1 (stereo unspecified)	3.8%
COc1ccc(-c2cc(C(=O)NCc3cc(OC)c(OC)c(OC)c3)[nH]n2)cc1	-2.2%
O=C(CSc1oc(-c2ccco2)nc1S(=O)(=O)c1ccc(Br)cc1)c1ccccc1	-1.0%
CCC1=C(c2ccc(C)cc2)S(=O)(=O)N=C1N1CCC(C(=O)NCCc2cccc(OC)c2)CC1	1.4%
COc1ccc(OCCn2nnc3sc4c(c3c2=O)CCC(C(C)(C)C)C4)cc1 (stereo unspecified)	-2.7%
CCOc1ccc(Cn2c(-c3ccc(OCC)c(OC)c3)nc3ccccc32)cc1OC	1.1%

An excerpt from above in order of count of non-hydrogen atoms, falling.
SMILES	Epigenetic derep
Cc1nnc(N2CCCC(C(=O)NCc3ccccc3)C2)c2nn(-c3ccccc3)c(C)c12 (stereo unspecified)	-0.3%
O=c1c2cccnc2n(Cc2cccc(F)c2)c(=O)n1Cc1ccccc1Cl	1.1%
O=C(CSc1c2c(nc3ccc(Cl)cc13)CCCC2)N1CCCCC1	1.2%

Next section:
SMILES	Epigenetic derep
CCn1c(C(=O)NCCc2ccc(S(N)(=O)=O)cc2)cc2sc(Cl)cc21	1.4%
Cc1ccc(CNc2ccc(-c3nc(-c4cccnc4)no3)cc2[N+](=O)[O-])cc1	-0.9%
COc1ccccc1OCC(=O)Nc1cc(-c2ccc(C)cc2)no1	1.9%
COc1cccc(CNc2nccn(-c3cc(C)cc(C)c3)c2=O)c1	1.2%
O=C(Nc1ccc(Oc2ccccc2)cc1)C1CCN(S(=O)(=O)c2ccc(Cl)cc2)CC1	1.8%
CCOc1cccc(C(=O)Nc2nc3c(s2)CC(C(C)(C)C)CC3)c1 (stereo unspecified)	1.5%
CCCCOC(=O)c1ccc(NC(=O)CSc2nc3c(c(=O)[nH]2)CCC3)cc1	-3.2%
COCCCNc1nc2c(-c3ccccc3)nnn2c2ccccc12	-0.8%
CCOc1ccc(-n2c(=O)c3c4c(sc3n(CC(=O)NC(C)CC)c2=O)CCC4)cc1 (stereo unspecified)	-1.8%
COc1cc(NC(=O)CC2C(=O)N(c3cccc(C)c3)C(=O)N2Cc2ccc(F)cc2)cc(OC)c1 (stereo unspecified)	-2.2%
Cc1nc2cc(-c3cccc(F)c3)nn2c(C)c1CCC(=O)N1CCN(c2ccc(F)cc2)CC1	-1.1%
COc1ccc(OC)c(CNC(=O)CSc2c3c(nc4cc(Cl)ccc24)CCCC3)c1	5.1%

6 records picked at random from those above, as already listed:
SMILES	Epigenetic derep
O=c1n(Cc2ccc(F)cc2)c2ccccc2c2nc(-c3ccccc3)nn12	2.1%
Cc1nnc(N2CCCC(C(=O)NCc3ccccc3)C2)c2nn(-c3ccccc3)c(C)c12 (stereo unspecified)	-0.3%
CCOC(=O)c1oc2ccc(S(=O)(=O)n3nc(-c4cc(OCC)c(OCC)c(OCC)c4)cc3N)cc2c1C	0.0%
O=C(CSc1oc(-c2ccco2)nc1S(=O)(=O)c1ccc(Br)cc1)c1ccccc1	-1.0%
COc1ccc(OC)c(CNC(=O)CSc2c3c(nc4cc(Cl)ccc24)CCCC3)c1	5.1%
CCCCOC(=O)c1ccc(NC(=O)Cc2coc3ccc(C(C)C)cc23)cc1	-1.9%

Next section
SMILES	Epigenetic derep
O=C(NCCc1ccc(Cl)cc1)c1cc(-c2ccc(Cl)cc2)n[nH]1	-1.0%
O=C(NC1CCN(Cc2ccccc2)CC1)c1ccc(Cn2c(=O)c3ccccc3n(Cc3ccc(Cl)cc3)c2=O)cc1	0.0%
CCOC(=O)c1ccc(NC2=CC(c3ccc(Br)cc3)N(c3ccc(C(=O)OCC)cc3)C2=O)cc1 (stereo unspecified)	2.2%
Fc1ccc(C2=NC(c3cccc(C(F)(F)F)c3)=Nc3ccccc3N2)cc1	-2.6%
O=C1CN(C(=O)c2ccc(S(=O)(=O)N3CCCC3)cc2)C(c2ccccc2)c2cc(Br)ccc2N1 (stereo unspecified)	-1.8%
CC1CCN(S(=O)(=O)c2ccc3c(c2)N(CC(=O)NCc2ccccc2Cl)C(=O)CO3)CC1	-4.2%
COc1ccccc1C(=O)N(c1ccc(C)cc1)S(=O)(=O)c1ccc(Cl)cc1	-1.6%
O=C(c1ccc2c(c1)OCO2)c1cn(Cc2ccc(F)cc2)c2ccccc2c1=O	0.8%
Cc1cccc(NC(=O)C2CCCN2S(=O)(=O)c2cccc3nsnc23)c1C (stereo unspecified)	-1.1%
CCCn1c(=O)c2sccc2n2c(CCCC(=O)Nc3cccc(CC)c3)nnc12	9.6%
COc1ccc(CC(=O)Nc2sc3c(c2C(=O)Nc2cccc(C)c2)CCCCC3)cc1	0.8%
Cc1ccccc1CNC(=O)c1ccc2[nH]c(C)c(C)c2c1	15%
COc1ccc(-c2c3c(=O)n(C)c(=O)n(C)c3c3c(C)nc4ccccc4n23)cc1	-1.0%
COc1ccccc1CNC(=O)CS(=O)(=O)Cc1nc(-c2ccccc2C)oc1C	-1.1%
CCOc1ccc(CCNC(=O)c2ccc(-c3nc(CSc4ccccc4)c(C)o3)cc2)cc1	-2.5%
Cc1ccc(CCNC(=O)c2ccc(CS(=O)(=O)c3ccc(Br)cc3)o2)cc1	0.0%
CCOC(=O)Cn1cnc2onc(-c3ccc(F)cc3)c2c1=O	-7.1%
O=C(CCCCn1c(=O)c2ccccc2n(CC(=O)Nc2cccc(C(F)(F)F)c2)c1=O)NCc1ccc2c(c1)OCO2	18%
COc1ccc(-c2cc(-c3ccccc3)nc3c2COc2ccccc2-3)cc1	-1.1%
COc1cccc(C(=O)Nc2nc3nc(C)c(Cc4ccccc4)c(=O)n3[nH]2)c1	5.3%
Cc1ccc(NC(=O)C2CCCN2S(=O)(=O)c2cccc3nsnc23)c(C)c1 (stereo unspecified)	-1.1%
COc1ccc(CCNc2nc3ccc(C)cc3n3cnnc23)cc1OC	0.0%
COc1cc(OC)cc(C(=O)Nc2ccc3c(c2)OCCO3)c1	-1.2%
CSc1nc(-c2ccc(F)cc2)nc2c1Cc1c(CO)cnc(C)c1O2	1.2%
COCCN1C(=O)c2[nH]nc(-c3cc(C)ccc3O)c2C1c1ccc(C(C)C)cc1 (stereo unspecified)	9.3%
CCOc1ccccc1CNC(=O)c1cnc2sc(N3CCC(C)CC3)nn2c1=O	-1.5%
CCCc1cc(=O)n2[nH]c(-c3ccc(C)cc3)nc2n1	-1.0%
CC(C)Oc1ccc(CNC(=O)C2CCN(c3nc4ccccc4n(C)c3=O)CC2)cc1	-1.7%
COc1ccc(CCNC(=O)CN2C(=O)COc3ccc(C)cc32)cc1OC	-1.8%
Cc1ccccc1Cc1c(C)nc2nc(SCC(=O)NC(C)c3ccccc3)nn2c1C (stereo unspecified)	1.4%
COc1cc(OC)c(NC(=O)C(C)n2nc(-c3ccc(C)cc3)c3c(c2=O)CCCC3)cc1Cl (stereo unspecified)	-3.1%
COc1ccc(Oc2nc3c(C)cccn3c(=O)c2/C=C(\C#N)c2nc3ccccc3[nH]2)cc1	4µM*
CCOC(=O)c1cccc(NC(=O)C2CCN(S(=O)(=O)c3ccc4c(c3)oc(=O)n4C)CC2)c1	2.6%
CCn1c(=O)c2cc(C(=O)NC3CCCCCC3)sc2c2ccccc21	-0.3%
CCCCN(Cc1ccccc1)S(=O)(=O)c1cc(Br)cc2c1N(C(C)=O)CC2	3.9%
O=C(Nc1ccccc1F)c1oc2ccccc2c1NC(=O)C12CC3CC(CC(C3)C1)C2	14%
Cc1ccc(NC(=O)C2CCCN(c3cnccn3)C2)c(C)c1 (stereo unspecified)	-4.3%
Cc1ccccc1Cn1cc(S(=O)(=O)c2ccc(Cl)cc2)c(=O)c2cc3c(cc21)OCO3	-2.0%
CCCC(=O)Nc1cccc(-c2nc3cc(C)c(C)cc3o2)c1C	2.4%
COc1ccc(C(=O)Nc2ccc(-c3cc4ccccc4oc3=O)c(C)c2)cc1OC	2.4%
O=C(NCc1ccccc1)c1cccc(NC(=O)N2CCSc3ncccc32)c1	-1.9%
COc1nc(Oc2ccc(=O)n(-c3ccccc3)n2)nc(N(C)C)n1	-0.9%
O=C(CSc1cn(CCNC(=O)c2c(F)cccc2F)c2ccccc12)Nc1ccc2c(c1)OCCO2	?
COc1ccc(NC(=O)CSc2nc3ccccc3nc2N2CCCCC2)cc1	-1.0%
COc1ccc(-c2onc(C)c2C)cc1S(=O)(=O)N1CCN(c2cc(C)ccc2C)CC1	-4.1%
COC(=O)c1cc(NC(=O)[C@H](CCS(C)(=O)=O)N2Cc3ccccc3C2=O)cc(C(=O)OC)c1	-1.1%
Cc1cc(C)n2nc(SCC(=O)Nc3ccc(O)cc3)nc2n1	2.9%
CCc1ccc(S(=O)(=O)c2cn(Cc3ccccc3)c3cc(F)c(F)cc3c2=O)cc1	1.3%

In another format: results already given.
| Epigenetic derep | SMILES |
| --- | --- |
| 9.6% | CCCn1c(=O)c2sccc2n2c(CCCC(=O)Nc3cccc(CC)c3)nnc12 |
| 0.8% | COc1ccc(CC(=O)Nc2sc3c(c2C(=O)Nc2cccc(C)c2)CCCCC3)cc1 |
| 15% | Cc1ccccc1CNC(=O)c1ccc2[nH]c(C)c(C)c2c1 |

Additional structures.
SMILES	Epigenetic derep
Cc1ccc(Cl)cc1N1CCN(CCCNC(=O)c2ccc3nc(N4CCCCC4)sc3c2)CC1	-0.1%
Cc1ccc(C(C)C)c(OCCSc2nc3ccccc3n2CC(O)CO)c1 (stereo unspecified)	1.0%
CCOCCCN1C(=O)c2ccccc2CC1(C)C(=O)NC1CCCCC1 (stereo unspecified)	0.0%
COC(=O)CN1C(=O)CSc2ccc(S(=O)(=O)Nc3ccc(C)c(Cl)c3)cc21	0.4%
Cc1ccc(C)c(CN2C(=O)c3ccccc3S(=O)(=O)c3ccc(C(=O)Nc4cc(F)ccc4F)cc32)c1	-3.2%
Cn1c(SCc2ccc(F)cc2)nc2ccc(C(=O)NCc3ccc(F)cc3)cc21	0.8%
COc1ccc(-n2nc(C(=O)Nc3cc(C)c(Cl)cc3OC)c3c4ccccc4n(C)c3c2=O)cc1	0.7%
COc1ccc(OC)c(NC(=O)CN2C(=O)CC(c3ccco3)Sc3ccccc32)c1 (stereo unspecified)	1.4%
COc1ccc(CCCc2nnc(SCC(=O)Nc3ccc(F)cc3)o2)cc1C	0.3%
COc1ccc(CNC(=O)CSc2ncc3c(n2)-c2cc(Cl)ccc2N(Cc2ccccc2)S3(=O)=O)cc1	3.2%
CCOC(=O)C(CC)Sc1ncnc2sc3c(c12)CCCC3 (stereo unspecified)	0.0%
CC(C)CC(=O)Nc1c(C(=O)N2CCN(c3ccccc3F)CC2)oc2ccccc12	3.0%
Cc1ccc(Cn2c(SCc3ccc(C(=O)NC4CCCC4)cc3)nc3ccncc32)cc1	1.6%
Cc1cccc(NC(=O)c2ccc(N(Cc3ccccc3)S(C)(=O)=O)cc2)c1	-1.6%
CCCOc1ccc(NC(=O)CC2C(=O)N(c3ccc(C)cc3)C(=O)N2CCc2ccncc2)cc1 (stereo unspecified)	-1.9%
Cc1cccc(-c2noc(CN(C(=O)COc3ccc(Br)cc3C)C(C)C)n2)c1	0.0%
N#C/C(=C/c1cn(Cc2ccccc2Cl)c2ccccc12)C(=O)Nc1cccc(Cl)c1	0.0%
COc1cc(O)ccc1-c1nc2cc(C)ccn2c1Nc1ccccc1C	0.0%
CCc1ccc(-c2nn(-c3ccc(OC)cc3)c3c2cnc2ccc(OC)cc23)cc1	-2.1%
CCSc1nc(-c2ccccc2OC)nc2c1Cc1c(CO)cnc(C)c1O2	2.0%
COc1ccc(-c2nnc(SCC(=O)Nc3ccccc3C)o2)cc1OC	7.6%
Cc1cc(N2CCCCC2)nc2ccc(NC(=O)CCC(=O)N3CCN(c4ccccc4)CC3)cc12	-0.1%

Screens as filed in PubChem BioAssay.

This is a subset; count on the stated rates, not on these rows.
